# M4 ag: CHRM4 agonism in calcium assay | activation, % at 3 µM | 0.14% of 360,000 active | CHO-K1 hM4/Gqi5, Fluo-8 calcium fluorescence; vehicle 0%, full acetylcholine response 100%;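 active means activation above the run mean over all test wells plus 3 SD, cut at about 32% in these data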;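 further: peak over basal fluorescence ratio per well then scaled between controls; 0% = DMSO wells and 100% = acetylcholine at EC100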
# Target sequence (P08173 whole entry, looked up): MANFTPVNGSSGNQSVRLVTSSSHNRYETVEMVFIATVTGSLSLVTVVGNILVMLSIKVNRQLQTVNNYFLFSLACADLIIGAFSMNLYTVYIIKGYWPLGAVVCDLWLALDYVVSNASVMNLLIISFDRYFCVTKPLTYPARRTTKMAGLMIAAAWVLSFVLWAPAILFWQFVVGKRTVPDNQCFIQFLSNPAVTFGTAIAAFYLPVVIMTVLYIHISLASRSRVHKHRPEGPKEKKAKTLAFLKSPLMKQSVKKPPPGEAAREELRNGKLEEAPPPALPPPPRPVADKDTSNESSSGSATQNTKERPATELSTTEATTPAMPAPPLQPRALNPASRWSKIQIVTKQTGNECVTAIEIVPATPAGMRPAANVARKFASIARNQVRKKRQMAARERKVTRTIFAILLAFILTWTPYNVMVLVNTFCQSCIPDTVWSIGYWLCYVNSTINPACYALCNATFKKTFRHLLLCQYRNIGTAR
# CRFBP-R2 block: antagonists of CRF-binding protein/CRF-R2 receptor complex | inhibition, % at 11.8 µM | AID 588475 | 0.59% of 350,000 active | HEK293 CRF-R2/CRF-BP, CRF-induced calcium fluorescence;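 active means inhibition of the ligand-induced calcium signal above about 50% at the single tested concentration, limit read from the data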
# CHRM4 antagonist: CHRM4 antagonism in calcium assay. P08173. CHO-hM4 cells, ACh EC80, Fluo-8 calcium fluorescence. inhibition, % at 3 µM. 0.73% of 360,000 active;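 active means inhibition above its plate's cutoff, the mean inhibition of sample wells plus 3 SD, cut at about 27% in these data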;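 further: 0% = acetylcholine EC80 with DMSO and 100% = DMSO without agonist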
# CRFR2-BP ag: CRF-BP/CRF-R2 complex agonism. HEK293 CRF-R2/CRF-BP, calcium dye fluorescence (FLIPR); percent of saturating CRF peptide response. activation, % at 13.2 µM. 0.46% of 350,000 active. AID 588473;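 active means activation of at least 50%, plus an integration ratio under a set limit after plate pattern correction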;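 further: plate controls were neutral control wells without compound for no effect and CRF at EC100 for full effect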
# CHRM4 PAM: CHRM4 positive allosteric modulation | P08173 | activation, % at 3 µM | AID 624126 | 0.4% of 360,000 active | CHO-K1 hM4/Gqi5, Fluo-8 calcium fluorescence, ACh EC20; 0% = ACh EC20, 100% = maximal ACh;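 active means activation above its plate's cutoff, the mean activation of sample wells plus 3 SD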; further: some results filed as inactive read as strong as hits
# CHRM5 agonist: CHRM5 agonism in calcium assay | 0.19% of 360,000 active | CHO-K1 hM5 cells, Fluo-8 calcium fluorescence; 0% DMSO wells, 100% maximal acetylcholine response | activation, % at 3 µM;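 active means activation above the run's mean over test compounds plus 3 SD, cut at about 23% in these data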;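 further: signal is peak over basal fluorescence ratio across the kinetic read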
# Target sequence (P08912 whole entry, looked up): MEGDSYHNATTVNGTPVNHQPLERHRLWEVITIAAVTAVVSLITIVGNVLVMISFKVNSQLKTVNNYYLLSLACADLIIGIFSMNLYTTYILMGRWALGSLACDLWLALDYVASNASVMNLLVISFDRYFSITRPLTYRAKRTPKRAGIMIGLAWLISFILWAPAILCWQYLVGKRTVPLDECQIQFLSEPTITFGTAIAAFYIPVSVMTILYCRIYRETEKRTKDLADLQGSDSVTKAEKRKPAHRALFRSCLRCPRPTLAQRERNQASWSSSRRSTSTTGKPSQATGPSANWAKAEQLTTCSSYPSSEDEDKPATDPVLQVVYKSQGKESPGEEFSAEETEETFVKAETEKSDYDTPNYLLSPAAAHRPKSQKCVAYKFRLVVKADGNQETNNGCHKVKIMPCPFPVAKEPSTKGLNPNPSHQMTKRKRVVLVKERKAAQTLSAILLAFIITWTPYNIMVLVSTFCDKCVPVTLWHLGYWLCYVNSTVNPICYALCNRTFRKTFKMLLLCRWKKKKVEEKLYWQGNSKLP
# CHRM5 antagonist: CHRM5 antagonism in calcium assay. P08912. CHO-hM5 cells, Fluo-8 calcium fluorescence, ACh EC80. inhibition, % at 3 µM. 0.59% of 360,000 active;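 active means inhibition above a per-plate cutoff, the mean of that plate's test compounds plus 3 SD, cut at about 27% in these data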;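 further: 0% = acetylcholine EC80 with DMSO and 100% = DMSO without agonist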
# CHRM5 PAM: CHRM5 positive allosteric modulation; P08912; CHO-K1 hM5, Fluo-8 calcium, ACh EC20 PAM; 0% = ACh EC20, 100% = ACh EC100; 0.3% of 360,000 active; activation, % at 3 µM;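 active means activation above the run cutoff, the mean activation of all test compounds plus 3 SD, cut at about 18% in these data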
#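 System – CHO-K1 hM5 cells · Compound – 3 µM, single dose · Incubation – compound preincubation 140 s before EC20 acetylcholine addition · Technique – Fluo-8 calcium fluorescence · Measure – Max/basal fluorescence ratio as % of EC20–EC100 ACh window · Benchmarks – low control EC20 acetylcholine (0%), high control EC100 acetylcholine (100%) · Replication – singlicate, one well per test compound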
# IDE inh: inhibitors of human insulin-degrading enzyme in cells; P14735; HEK cells, FAbetaB cleavage, fluorescence polarization; inhibition, % at 5.59 µM; 0.41% of 320,000 active;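 active means percent inhibition above the average of all tested compounds plus 3 SD, set per screening campaign, cut at about 16% in these data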;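 further: IDE supplied by intact live HEK cells; FP after avidin binding of uncleaved biotin substrate so inhibition keeps polarization high; 0% = DMSO wells and 100% = 60 µM reference IDE inhibitor Ii1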
# * hit, by the source's call; / = no result given. No enrichment for hits; 2.9% or so of the library scored in one or more.
# Labels used below – A = M4 ag; B = CRFBP-R2 block; C = CHRM4 antagonist; D = CRFR2-BP ag; E = CHRM4 PAM; F = CHRM5 agonist; G = CHRM5 antagonist; H = CHRM5 PAM; I = IDE inh
CCCN1C(=O)/C(=C\c2nc3ccccc3c(=O)[nH]2)c2ccccc21
  A = 1	B = 21	C = -1	D = -0.1	E = 2	F = 6	G = 2	H = 8	I = /

COC(=O)C1CCN(C(=O)COC(=O)[C@@H]2CC(O)CN2S(=O)(=O)c2ccc3c(c2)OCCO3)CC1 (stereo not given in full)
  A = 2	B = 11	C = 2	D = -4.0	E = 5	F = -1	G = -8	H = 6	I = -5

CCN(CCCNC(=O)Cn1ncc2c(=O)oc3ccccc3c21)c1cccc(C)c1
  A = 20	B = -6	C = -5	D = 1.9	E = -12	F = 5	G = 10	H = -16	I = 1

O=C(CCCCCN1C(=O)CCC1=O)Nc1ncn[nH]1
  A = 1	B = 2	C = -11	D = 2.0	E = 4	F = -4	G = -7	H = -2	I = 2

CCC(C)NC(=O)Cn1cc(S(=O)(=O)N2CCN(c3ccccc3F)CC2)c2ccccc2c1=O (stereo not given)
  A = 0	B = 5	C = 9	D = 2.3	E = -5	F = 0	G = 6	H = 2	I = 0

O=C(N1CCN(c2ccccc2)CC1)C1(c2cccs2)CCOCC1
  A = 2	B = 11	C = -1	D = -0.1	E = -6	F = -1	G = -3	H = 0	I = 2

CCOC(=O)N1CCN(C(=O)CCCn2c(=O)[nH]c3ccccc3c2=O)CC1
  A = -1	B = -5	C = 13	D = -0.6	E = 11	F = 2	G = -1	H = 3	I = 0

Cc1cc(C)c2oc(=O)cc(CN3CCCCC3)c2c1
  A = -1	B = -2	C = -13	D = -0.7	E = 1	F = -7	G = -1	H = 3	I = 1

c1ccc2c(c1)ncn2CCC1CCCCC1
  A = 1	B = -31	C = 4	D = -1.0	E = -2	F = -4	G = 1	H = -4	I = 6

O=C(Nc1ccc(F)cc1)OCCN1CCN(Cc2ccccc2)CCC1=O
  A = 22	B = 4	C = 0	D = 1.3	E = -6	F = 3	G = 1	H = -7	I = 5

CCOc1cccc2cc(C(=O)N3CCN(C/C=C/c4ccccc4)CC3)c(=O)oc12
  A = 3	B = -42	C = 1	D = 1.3	E = -1	F = 2	G = -1	H = 0	I = 1

C=CCNc1nc(NC(C)(C)CO)nc(OC)n1
  A = 0	B = 1	C = -5	D = -0.9	E = -3	F = -4	G = -5	H = 1	I = -5

COCCCN1C(=O)C(=O)/C(=C(/O)c2ccc(S(=O)(=O)N3CCCCC3)cc2)C1c1cccc(OC)c1 (stereo not given)
  A = 0	B = -4	C = 8	D = 1.9	E = 4	F = -3	G = 1	H = 5	I = 1

C=C(C)CC1N(c2cccc(OC)c2)C(=O)[C@@H]2C(C(=O)O)[C@H]3C=C[C@@]12O3 (stereo not given in full)
  A = 0	B = 10	C = -8	D = -0.3	E = -2	F = -2	G = -4	H = 4	I = 2

COc1ccccc1NC(=O)Nc1nnc(Cc2ccccc2F)s1
  A = 0	B = -27	C = 9	D = 1.3	E = -3	F = 2	G = 12	H = -6	I = -3

CCCc1cc(=O)[nH]c(SCC(=O)Nc2nonc2C)n1
  A = -1	B = 22	C = 18	D = -0.9	E = -7	F = -1	G = 13	H = -4	I = -3

CCCc1ccc(C(=O)NNC(=O)c2ccc(Cl)cc2)cc1
  A = -1	B = -38	C = 1	D = 3.8	E = 0	F = 0	G = 0	H = -2	I = -2

COC(=O)c1ccn(CSc2cc(Cl)ccc2Cl)n1
  A = 0	B = 1	C = -8	D = 0.3	E = 15	F = -5	G = 5	H = 4	I = 4

Cc1cccc(NC(=O)CSc2nc(=O)n(CCCN3CCOCC3)c3c2CCCC3)c1
  A = 2	B = 7	C = 3	D = -2.2	E = -4	F = -1	G = -2	H = 1	I = 4

CC(C)c1ccc(NC(=O)Cc2c(C(=O)O)n(C)c3ccccc23)cc1
  A = 1	B = 25	C = 6	D = -1.8	E = 0	F = -3	G = 2	H = 6	I = -1

CCCCNC(=O)C(NC(=O)c1ccc2ccccc2c1)C(=O)c1ccccc1 (stereo not given)
  A = 5	B = /	C = -6	D = /	E = 3	F = -2	G = 6	H = -5	I = /

S=C(NCCc1ccccc1)N1CCC2CC1c1cc(-c3ccc4c(c3)OCO4)ccc12 (stereo not given)
  A = 0	B = /	C = -8	D = /	E = 6	F = 0	G = 1	H = 6	I = /

Cc1nnc(-c2cccc(C(F)(F)F)c2)nc1N1CCOCC1
  A = 2	B = -22	C = -15	D = 2.9	E = 7	F = -2	G = 5	H = 1	I = 1

CCOc1ccc(NC(=O)c2sc3nc(N4CCOCC4)c4c(c3c2N)CCCC4)cc1
  A = -1	B = -7	C = -1	D = -2.1	E = 0	F = -4	G = 14	H = -4	I = 2

CC(=O)N(C)c1nnc(-c2cnccn2)s1
  A = 0	B = -19	C = 1	D = -1.4	E = -6	F = 0	G = 5	H = -4	I = 0

COc1ccc(C2/C=C\CN(C(=O)OCc3ccccc3)CC(=O)N2Cc2ccc(F)cc2)cc1 (stereo not given)
  A = 1	B = -2	C = -9	D = 1.8	E = 4	F = -1	G = -7	H = 10	I = 0

O=C(NCCCCCCCCNC(=O)c1cccc2ccccc12)c1cccc2ccccc12
  A = 0	B = 7	C = -6	D = 8.9	E = -3	F = 3	G = -2	H = 1	I = /

O=C(CCNC(=O)N1CC(=O)Nc2ccccc21)NCc1cccc(C(F)(F)F)c1
  A = 1	B = 10	C = 2	D = -0.5	E = -2	F = 0	G = 5	H = -3	I = /

CCCNC(=O)c1ccc2c(c1)CCN2S(C)(=O)=O
  A = 1	B = -7	C = 7	D = -0.6	E = -7	F = 1	G = 12	H = -4	I = 2

COc1ccccc1CNC(=O)CC(NS(=O)(=O)c1ccc(C)cc1)c1ccco1 (stereo not given)
  A = 2	B = 7	C = -11	D = -1.3	E = 6	F = 1	G = 4	H = -1	I = -1

COc1ccc2nc3ccccc3nc2c1NC(=O)c1ccc(Cl)cc1
  A = 3	B = -26	C = -8	D = 11	E = 2	F = 0	G = 0	H = -3	I = -3

O=C(NCc1ccccc1Cl)C1CCC(=O)N1Cc1ccc(F)cc1 (stereo not given)
  A = 1	B = 10	C = 7	D = 0.0	E = 1	F = -3	G = 9	H = -3	I = 4

O=C(NCc1ccccc1)N1CCN(CCO)CC1
  A = 1	B = 16	C = -2	D = 1.2	E = 3	F = -1	G = -3	H = -6	I = 2

CCOC(=O)CSc1nnc(CNC(=O)c2ccc(S(=O)(=O)N3CCCC3)cc2)n1C
  A = 1	B = 11	C = -2	D = -2.0	E = 0	F = -6	G = 6	H = -2	I = 3

O=C(C(Sc1ccccc1)c1ccccc1)N1CCN(c2ccccc2)CC1 (stereo not given)
  A = 4	B = -24	C = 1	D = -1.8	E = 0	F = -2	G = 6	H = -4	I = -4

CC(C)CC1C(=O)N(Cc2cn(CCC3OCCCO3)nn2)CCS(=O)(=O)N1Cc1ccc(-c2ccccc2)cc1 (stereo not given)
  A = 7	B = -16	C = -21	D = 1.1	E = 5	F = 1	G = -10	H = -2	I = /

O=C(CSc1ccc2nnc(-c3ccccn3)n2n1)NCc1ccc2c(c1)OCO2
  A = 1	B = 8	C = -20	D = -0.6	E = 2	F = -1	G = -1	H = 0	I = 1

Cc1ccccc1NC(NC(=O)c1cccs1)C(Cl)(Cl)Cl (stereo not given)
  A = 4	B = -1	C = 7	D = 0.3	E = -10	F = -3	G = 5	H = -6	I = 7

O=C(N/N=C/c1c[nH]c2ccc(Br)cc12)c1ccn(Cc2ccc(Cl)cc2Cl)n1
  A = 4	B = -11	C = 4	D = 0.6	E = -1	F = 1	G = 6	H = -2	I = -1

Cc1cc(S(=O)(=O)Nc2ccc(C(=O)NCc3cccnc3)cc2)ccc1F
  A = 0	B = -9	C = -2	D = 0.2	E = -4	F = -3	G = -14	H = 4	I = 0

COc1ccc(S(=O)(=O)N2CCOC2CNC(=O)C(=O)NCC(C)C)cc1 (stereo not given)
  A = 1	B = 2	C = 8	D = 0.4	E = -2	F = 3	G = -2	H = 5	I = 4

Cc1ccc(C(=O)NCC(=O)N2CCCN(S(=O)(=O)c3ccc(C)cc3)CC2)cc1
  A = 1	B = -9	C = -5	D = -4.5	E = 2	F = -5	G = 1	H = -2	I = /

CC1CCOC2(O1)C(=O)N(CN1CCN(c3ccccc3F)CC1)c1ccccc12 (stereo not given)
  A = 1	B = -13	C = -2	D = 2.4	E = 23	F = -2	G = -7	H = 3	I = -3

O=C(N/C=N/O)C1=NOC(CNc2ncc(C(F)(F)F)cc2Cl)C1 (stereo not given)
  A = 0	B = 13	C = 2	D = -0.2	E = 6	F = -2	G = -7	H = 11	I = -3

Cc1cc(C(=O)N/N=C/c2ccc(N(C)C)cc2)c2ccccc2n1
  A = 9	B = -15	C = 11	D = 0.8	E = -12	F = 0	G = 17	H = -15	I = 6

O=[N+]([O-])c1cccc(/C=N/NS(=O)(=O)c2ccccc2)c1
  A = 1	B = 1	C = -13	D = 24	E = 8	F = -1	G = -2	H = 2	I = -5

CCOC(=O)c1ccccc1NC(=O)CC1SC(=NC)N(C)C1=O (stereo not given)
  A = 0	B = 16	C = -9	D = -1.0	E = -1	F = -3	G = -5	H = 5	I = 3

O=C(Nc1ccccc1)c1ccc(NCC2CCCO2)c([N+](=O)[O-])c1 (stereo not given)
  A = 1	B = 14	C = -14	D = -1.2	E = 6	F = 0	G = -4	H = -1	I = 3

# Some of the entries so far, with the structure last:
M4 ag,CRFBP-R2 block,CHRM4 antagonist,CRFR2-BP ag,CHRM4 PAM,CHRM5 agonist,CHRM5 antagonist,CHRM5 PAM,IDE inh,SMILES
0,-9,-2,0.2,-4,-3,-14,4,0,Cc1cc(S(=O)(=O)Nc2ccc(C(=O)NCc3cccnc3)cc2)ccc1F
1,2,8,0.4,-2,3,-2,5,4,COc1ccc(S(=O)(=O)N2CCOC2CNC(=O)C(=O)NCC(C)C)cc1 (stereo not given)
1,-9,-5,-4.5,2,-5,1,-2,/,Cc1ccc(C(=O)NCC(=O)N2CCCN(S(=O)(=O)c3ccc(C)cc3)CC2)cc1
1,-13,-2,2.4,23,-2,-7,3,-3,CC1CCOC2(O1)C(=O)N(CN1CCN(c3ccccc3F)CC1)c1ccccc12 (stereo not given)
0,13,2,-0.2,6,-2,-7,11,-3,O=C(N/C=N/O)C1=NOC(CNc2ncc(C(F)(F)F)cc2Cl)C1 (stereo not given)
9,-15,11,0.8,-12,0,17,-15,6,Cc1cc(C(=O)N/N=C/c2ccc(N(C)C)cc2)c2ccccc2n1
1,1,-13,24,8,-1,-2,2,-5,O=[N+]([O-])c1cccc(/C=N/NS(=O)(=O)c2ccccc2)c1
0,16,-9,-1.0,-1,-3,-5,5,3,CCOC(=O)c1ccccc1NC(=O)CC1SC(=NC)N(C)C1=O (stereo not given)
1,14,-14,-1.2,6,0,-4,-1,3,O=C(Nc1ccccc1)c1ccc(NCC2CCCO2)c([N+](=O)[O-])c1 (stereo not given)

# Source: PubChem
